Assay outcomes (PubChem BioAssay)
SMN2 splice enh: SMN2 splice variant enhancement | HEK293 SMN2-luciferase splicing reporter, luminescence, 30-36 h | AID 1458 | Potency, µM (highest dose often 46.1 µM), for the others: top-dose activity change, positive = activation, most hits filed as activators | 210,000 tested, 2.8% active; note: % of control where 0% means no effect; nearly all actives have a fitted effect of over 55% in size
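HEK293 cells carry an SMN2 […]–luciferase reporter in which exon 7 inclusion puts luciferase in frame. Cells were plated 10-12 h before compound addition, then incubated 30-36 h at 37C. ONE-Glo luminescence was read; sodium butyrate at 4.5 mM final served as control.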
ALDH1A1 inh: inhibitors of human aldehyde dehydrogenase 1A1 | Potency, µM (top dose mostly 75.3 µM), for inactives: at the highest dose activity, negative = inhibition, actives largely listed as inhibitors | 220,000 tested, 7.3% active | P00352 | AID 1030 | Purified ALDH1A1, NADH fluorescence, propionaldehyde substrate; active = well fitted inhibition curve with a large enough effect, not every such curve was filed as active; inconclusive = small, poorly fitted or top-dose-only effect, or another doubt; inactive = no such curve, though single readings can be large or run the other way;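 note: plate controls were no enzyme wells and a reference inhibitor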
Target sequence (P00352 whole entry, looked up): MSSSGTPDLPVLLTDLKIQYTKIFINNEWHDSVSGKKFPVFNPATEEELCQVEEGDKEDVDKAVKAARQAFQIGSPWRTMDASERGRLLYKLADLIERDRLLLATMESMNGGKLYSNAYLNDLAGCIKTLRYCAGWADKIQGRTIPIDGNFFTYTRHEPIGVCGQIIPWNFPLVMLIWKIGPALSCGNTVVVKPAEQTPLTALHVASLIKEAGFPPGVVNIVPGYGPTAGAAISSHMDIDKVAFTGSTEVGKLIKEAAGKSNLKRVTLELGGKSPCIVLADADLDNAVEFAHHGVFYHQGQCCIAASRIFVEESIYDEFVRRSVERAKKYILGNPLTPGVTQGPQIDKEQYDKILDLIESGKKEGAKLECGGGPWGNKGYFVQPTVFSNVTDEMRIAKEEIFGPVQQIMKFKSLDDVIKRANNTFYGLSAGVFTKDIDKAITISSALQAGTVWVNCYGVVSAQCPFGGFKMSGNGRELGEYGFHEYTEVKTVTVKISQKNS
GAA glycogen: alters human alpha-glucosidase cleavage of glycogen; 300,000 tested, 0.38% active; recombinant GAA, glycogen substrate, Amplex Red glucose oxidase fluorescence; Potency, µM (top dose mostly 76.4 µM), for inactives: top-dose activity change, negative = inhibition, most hits filed as inhibitors; P10253;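 note: 0% = full enzyme reaction and -100% = no-enzyme basal signal; the screen sought inhibitors and activators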
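Natural-substrate format: glycogen cleavage by 4 nM human enzyme, glucose read by Amplex Red coupling (Ex 573, Em 610 nm). Normalized to enzyme and no-enzyme controls.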
GLA spleen mod: inhibitors or activators of human alpha-galactosidase in spleen homogenate; human spleen homogenate, 4MU-alpha-Gal fluorescence, 40 min; P06280; 240,000 tested, 0.008% active; Potency, µM (highest dose often 80 µM), inactives show at the top dose activity change, negative = inhibition, hits mostly inhibitors;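 note: 0% = enzyme with vehicle and -100% = no enzyme basal signal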
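Spleen homogenate 1 ug + cpd (titration) + 4-MU-alpha-D-galactopyranoside 1 mM; 37C 40 min; 50 mM citrate/phosphate pH 5.0, 0.01% Tween-20; stop pH 10; fluorescence 365/440; AC50 via Hill.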
GAA spleen mod: inhibits or activates alpha-glucosidase in human spleen homogenate; P10253; human spleen homogenate, 4-MU-alpha-glucoside fluorescence; Potency, µM (top dose mostly 79.9 µM), for the others: at the top dose activity change, negative = inhibition, hits mostly inhibitors; 240,000 tested, 0.006% active;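 note: 0% = enzyme with vehicle and -100% = no enzyme basal signal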
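Enzyme source: human spleen homogenate, 1 ug/well. Buffer 50 mM citric acid/K phosphate pH 5.0, 0.01% Tween-20. 4-MU-alpha-glucoside 1 mM; 37 C x 40 min; NaOH/glycine stop; fluorescence.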
RGS12 GoLoco inh: inhibitors of human Gai1-RGS12 GoLoco interaction (red fluorophore) | Gai1:RGS12 GoLoco peptide FP, rhodamine, 10 min | Potency, µM (titrated, usually from 61.6 µM), for the others: at the top dose activity, negative = inhibition, usual class: inhibitors | P63096 | 230,000 tested, 0.44% active | AID 880; active = well fitted inhibition curve with a large enough effect, not every such curve was filed as active; inactive = no such curve, though single readings can be large or run the other way; note: % is set by controls: 0 for no effect and ±100 for the full control effect; nearly all actives have a fitted effect of over 30% in size; many of its hits are not listed in these tables
JMJD2E inh: inhibitors of human JMJD2E histone demethylase; B2RXH2; JMJD2E catalytic domain, FDH-coupled NADH fluorescence (FDH is formaldehyde dehydrogenase); Potency, µM (highest dose often 57.1 µM), for the others: top-dose activity change, negative = inhibition, most hits filed as inhibitors; 230,000 tested, 1.6% active; AID 2147; active = well fitted inhibition curve with a large enough effect, not every such curve was filed as active; inconclusive = small, poorly fitted or top-dose-only effect, or another doubt; inactive = no such curve, though single readings can be large or run the other way;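 note: 0% = wells with enzyme and -100% = buffer wells without enzyme; nearly all actives have a fitted effect of over 50% in size; many of its hits are not listed in these tables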
Target sequence (B2RXH2 1-337 limits assumed): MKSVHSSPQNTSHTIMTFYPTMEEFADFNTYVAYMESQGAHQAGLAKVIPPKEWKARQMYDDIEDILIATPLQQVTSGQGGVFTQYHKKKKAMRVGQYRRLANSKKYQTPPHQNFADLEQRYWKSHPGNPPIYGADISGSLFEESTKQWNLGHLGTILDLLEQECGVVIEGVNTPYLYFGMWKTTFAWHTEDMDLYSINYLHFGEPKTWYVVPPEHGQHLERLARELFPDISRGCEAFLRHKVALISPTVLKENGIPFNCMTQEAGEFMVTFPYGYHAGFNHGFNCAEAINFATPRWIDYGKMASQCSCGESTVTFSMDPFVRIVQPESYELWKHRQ
GAA inhib: blocks human lysosomal alpha-glucosidase; purified human GAA, 4-MU-alpha-glucoside fluorescence; Potency, µM (series often up to 76.9 µM), for inactives: at the top dose activity change, negative = inhibition, usual class: inhibitors; P10253; 200,000 tested, 0.005% active;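 note: plate controls were uninhibited enzyme wells for no effect and no-enzyme background for full effect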
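Human enzyme at 4 nM with 400 uM 4-methylumbelliferyl-alpha-D-pyranoside, citrate/phosphate buffer pH 5.0, 0.005% Tween-20, 20 min at room temperature. Compounds up to 77 uM. 4-MU fluorescence (Ex 365/Em 440) read after NaOH/glycine stop; AC50 from Hill fit.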
Numbers without * were called inactive; i = inactive; ? = inconclusive; nt = no result given; & = joins results of further samples; [ ] = remark or other dose. Unless noted, calls come from the whole dose curve; as a rule, active = well fitted curve in the direction sought with a large enough effect; inconclusive = small, poorly fitted or top-dose-only effect, or another doubt; inactive = no such curve, though single readings can be large; an effect the other way counts as inactive or inconclusive. Potency is the fitted concentration of half-maximal effect. This is a subset (hit frequency here may not be typical).

no.	SMILES	SMN2 splice enh	ALDH1A1 inh	GAA glycogen	GLA spleen mod	GAA spleen mod	RGS12 GoLoco inh	JMJD2E inh	GAA inhib
1	O=C(O)Cn1cnc2c(oc3ccccc32)c1=O	nt	0%	11%	8%	8%	1%	6%	-5%
2	CC(C)(C)OC(=O)N1Cc2cc3ccccc3nc2C1CO (configuration not stated)	nt	nt	6%	6%	-2%	4%	4%	nt
3	Cc1ccc(O)c(C=Nc2cc(C)ccc2O)c1	17%	-4%	-4%	2%	-5%	8%	20µM*	2%
4	CCCCSc1nnc(-c2ccc(C)cc2)n1C	?	6%	4%	-2%	-4%	0%	2%	2%
5	COc1cccc(C(=O)NC(C)C(c2cccs2)N2CCN(C)CC2)c1 (configuration not stated)	20%	6%	2%	12%	-11%	3%	4%	4%
6	CCOC(=O)CC1CCCCN1Cc1nc(-c2ccc(F)c(OC)c2)oc1C (configuration not stated)	nt	3%	6%	-6%	-4%	-5%	-6%	-7%
7	COCC(=O)NC1CC2CCCC(C1)N2Cc1ccccc1 (configuration not stated)	8%	6%	-13%	9%	5%	0%	3%	6%
8	CCN(CC)c1ccc(NC(=O)C2CCCN(S(=O)(=O)c3cnc[nH]3)C2)c(C)c1 (configuration not stated)	-8%	8%	18%	8%	-6%	-14%	4%	-10%
9	CC(=O)SCC(=O)N=c1sc2cc(F)ccc2n1C	-19%	?	-7%	3%	1%	10%	4%	-2%
10	CCc1cc2c(NCCO)ncnc2s1	-10%	-3%	3%	-5%	-5%	1%	?	3%
11	O=C(O)Cn1ccc2ccccc21	nt	nt	-4%	4%	0%	-7%	-11%	nt
12	CC(C(=O)Nc1ccccc1)N1C(=O)c2ccccc2C1=O (configuration not stated)	nt	3%	14%	5%	3%	5%	-8%	2%
13	CC1(OC(=O)c2ccc(Cl)nc2)C(=O)C=C2C=C(c3ccsc3)OC=C2C1=O (configuration not stated)	22%	2%	nt	6%	-5%	37%[activator]	-11%	nt
14	Cc1ccc(-c2nnc(N3CCCCC3)c3ccccc23)cc1S(=O)(=O)N1CCN(C)CC1	-17%	6%	1%	3%	2%	0%	3%	2%
15	COc1ccc(C2CC(=O)c3cnc(N4CCN(Cc5ccccc5)CC4)nc3C2)cc1 (configuration not stated)	-46%[inhibitor]	?	-30%	8%	-5%	-2%	-10%	?
16	Cc1ccc(C(=O)N2CCN(c3ccc([N+](=O)[O-])c(NCc4ccco4)c3)CC2)cc1	14%	?	1%	-3%	-6%	2%	7%	0%
17	O=C(Cn1c(NCCCO)nc2ccccc21)c1ccc(Br)cc1	-7%	-9%	-6%	-2%	-1%	1%	-2%	-2%
18	Cc1ccc(S(=O)(=O)N(C)C)cc1NC(=O)Nc1c(-c2ccccc2)noc1C	nt	-4%	1%	6%	6%	3%	?	-1%
19	O=C1/C(=C/c2ccc(Cl)cc2)NC(=S)N1Cc1cccnc1	nt	8%	7%	7%	6%	11%	4%	nt
20	CCn1c(SCc2cccc(C)c2)nnc1-c1ccc(C)cc1	-9%	10%	-5%	3%	-4%	-1%	2%	-5%
21	COC(=O)Nc1ccc(S(=O)(=O)N(CCO)CCO)cc1	-4%	11%	9%	4%	1%	0%	-4%	5%
22	N#Cc1ccsc1NC(=O)COC(=O)c1ccc2ccccc2c1	?	-1%	-8%	-1%	0%	44%[activator]	?	-1%
23	CC(=O)c1ccc(Sc2nnc(C)s2)c([N+](=O)[O-])c1	nt	3%	6%	3%	-2%	9%	7%	12%
24	O=[N+]([O-])/C(C(Cl)=C(Cl)Cl)=C(/NC1CC1)Sc1ccccc1	4%	18µM*	1%	-6%	-4%	-2%	-13%	5%
25	COc1ccccc1NC(=O)C/C(N)=N/O	-6%	-2%	-4%	8%	1%	2%	2%	-5%

Compounds from the list above containing a nitro group on carbon:
no.	SMILES	SMN2 splice enh	ALDH1A1 inh	GAA glycogen	GLA spleen mod	GAA spleen mod	RGS12 GoLoco inh	JMJD2E inh	GAA inhib
16	Cc1ccc(C(=O)N2CCN(c3ccc([N+](=O)[O-])c(NCc4ccco4)c3)CC2)cc1	14%	?	1%	-3%	-6%	2%	7%	0%
23	CC(=O)c1ccc(Sc2nnc(C)s2)c([N+](=O)[O-])c1	nt	3%	6%	3%	-2%	9%	7%	12%
24	O=[N+]([O-])/C(C(Cl)=C(Cl)Cl)=C(/NC1CC1)Sc1ccccc1	4%	18µM*	1%	-6%	-4%	-2%	-13%	5%

Part of the list above in another layout:
8. CCN(CC)c1ccc(NC(=O)C2CCCN(S(=O)(=O)c3cnc[nH]3)C2)c(C)c1 (configuration not stated)
9. CC(=O)SCC(=O)N=c1sc2cc(F)ccc2n1C
10. CCc1cc2c(NCCO)ncnc2s1
11. O=C(O)Cn1ccc2ccccc21
12. CC(C(=O)Nc1ccccc1)N1C(=O)c2ccccc2C1=O (configuration not stated)

Assay by compound	8	9	10	11	12
SMN2 splice enh	-8%	-19%	-10%	nt	nt
ALDH1A1 inh	8%	?	-3%	nt	3%
GAA glycogen	18%	-7%	3%	-4%	14%
GLA spleen mod	8%	3%	-5%	4%	5%
GAA spleen mod	-6%	1%	-5%	0%	3%
RGS12 GoLoco inh	-14%	10%	1%	-7%	5%
JMJD2E inh	4%	4%	?	-11%	-8%
GAA inhib	-10%	-2%	3%	nt	2%

Remaining list, next part
no.	SMILES	SMN2 splice enh	ALDH1A1 inh	GAA glycogen	GLA spleen mod	GAA spleen mod	RGS12 GoLoco inh	JMJD2E inh	GAA inhib
26	COC(=O)c1cccc(NCN2C(=O)c3ccccc3C2=O)c1	-2%	-3%	3%	6%	-6%	0%	21%	-11%
27	CCCCOc1ccc(-c2cc(C(F)(F)F)c(C#N)c(SCC(=O)O)n2)cc1	-9%	?	2%	2%	7%	8%	?	2%
28	COC(=O)c1ccccc1NC(=O)Nc1nnc(N2CCC(C)CC2)s1	-1%	-10%	1%[76.3 µM]	17%	-14%	3%	-25%	3%
29	O=C(Nc1nc(-c2ccccc2)cs1)C1c2ccccc2Oc2ccccc21	30%	1.8µM*	4%	2%	-6%	82%[activator]	0%	-6%
30	O=C(/C=C/c1ccc(S(=O)(=O)N2CCOCC2)cc1)NCc1ccc(Cl)cc1	-54%[inhibitor]	12%	-6%	0%	3%	4%	4%	-7%
31	CCCCCCCCCCCCCCCCCCCCCCO	nt	1%	nt	5%&-3%	4%&-5%	5%	nt	nt
32	COc1ncc2nc(-c3cn(C)c4ccccc34)c(=O)n(-c3ccccc3)c2n1	nt	5%	nt	-1%	-3%	2%	nt	nt
33	Cc1ccc(C(=O)Nc2nnc(-c3ccco3)o2)cc1	13µM*	7%	-2%	-8%	-10%	1%	-16%	2%
34	O=C(CCCC(=O)N(CC(=O)NC1CCCCC1)Cc1ccccc1)Nc1ccccn1	nt	16%	4%	-22%	-7%	8%	3%	-13%
35	CC(=O)Nc1ccc(/C(C)=N/Nc2nc(Nc3cccc4ccccc34)nc(N3CCOCC3)n2)cc1	-28%	-4%	8%	0%	1%	1%	1%	0%
36	Oc1ccc(-c2nc3ccc4ccccc4c3c3c2CCC3)cc1O	-18%[1.84 µM]	0%	?	-1%	-5%	-6%	25µM*	?
37	COc1ccc(-c2onc(C)c2-c2cnn(-c3ccccc3)c2)c(O)c1	-31%[inhibitor]	i	-3%	8%	0%	-26%	2%	0%
38	NS(=O)(=O)c1ccc(NC(=O)c2ccccc2C(=O)N2CCCCC2)cc1	25%	7%	1%	6%	-14%	8%	-4%	7%
39	C=C(Cl)COc1ccc2c(CC)cc(=O)oc2c1	-19%	?	8%	-4%	-5%	0%	?	4%
40	O=C(Nc1ccc(N2C(=O)C3CCCCC3C2=O)cc1Cl)c1cccs1 (configuration not stated)	12%	5%	9%	1%	0%	5%	7%	6%
41	Cn1cccc1Cc1nnc(SCC(=O)Nc2ccc3c(c2)OCO3)n1CCc1ccccc1	-29%	?	3%	4%	0%	3%	-15%	-8%
42	O=C1OC(OC(=O)c2ccccc2Br)C(N2CCOCC2)=C1Cl (configuration not stated)	0%[1.84 µM]	16%	10%	-4%	-8%	-15%	5%	-3%
43	CC(C)c1c(O)nc(SCCN(C)C)[nH]c1=O	-1%	-6%	-16%	7%	1%	-3%	3%	0%
44	O=C(CCCSc1nc2ccccc2[nH]1)NCc1ccc(Cl)cc1	-39%[inhibitor]	5%	-1%	-5%	-1%	-3%	2%	0%
45	COc1ccc(CCNS(=O)(=O)c2cccc(S(=O)(=O)N3CCCC3)c2)cc1OC	-17%	-6%	-1%	-11%	0%	2%	1%	0%
46	COC(=O)c1cccc(NC(=O)CSc2ncn[nH]2)c1	?	?	8%	5%	-2%	4%	-5%	-4%
47	COC(=O)c1ccccc1NC(=O)Nc1cccs1	5%	?	-5%	-2%	0%	65%[activator]	?	?
48	Cc1ccc2[nH]c(=O)c(CN(Cc3ccccc3)Cc3nnnn3C3CCCC3)cc2c1	6%	14µM*	-5%	2%	0%	6%	?	1%
49	CC1CN(S(=O)(=O)c2cccc(C(=O)OCC(=O)c3cccs3)c2)CC(C)O1 (configuration not stated)	-40%[inhibitor]	?	6%	-6%	-3%	12%	3%	-7%
50	O=C(Nc1ccccc1)Nc1ccc(F)cc1F	?	10%	18%	-4%	-1%	13%	-6%	14%
51	COc1ccc(-c2c(C#N)c(N)nc3sc(C(=O)c4ccccc4)c(N)c23)cc1	-16%	4µM*	2%	-8%	-8%	28%	-3%	3%
52	O=C(NCc1n[nH]c(=S)n1-c1ccc(F)cc1)c1ccc(S(=O)(=O)N2CCCC2)cc1	-3%	16µM*	-5%	6%	-5%	3%	-6%	-6%
53	CCc1ccc(OCC(=O)Nc2ncc3c(n2)CC(C)(C)CC3=O)cc1	22%	?	-10%	-7%	-11%	2%	-2%	3%
54	Cc1ccc(S(=O)(=O)Nc2ccc(Oc3cccnc3)nc2)cc1	nt	26%	-2%	-2%	-1%	-5%	-6%	-1%
